# MT1-MMP act inh – MT1-MMP (human) activation inhibition; GFP/RFP ratio change, % at 20 µM; HT1080 RFP-PRO-GFP cells, GFP/RFP ratio fluorescence, overnight; percent of plate control window, DMSO zero; 360,000 compounds, 0.061% hits;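 active = GFP/RFP ratio change of at least 30% with cell ATP level not reduced by more than half and red fluorescence within 50% of control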; also: strong numbers were not always called active
#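 Assay system: HT1080 cells carrying an RFP-PRO-GFP reporter | Dosing: Single dose of 20 µM compound, 1% DMSO final | Incubation: Cells overnight before dosing, compound overnight, 37 °C, 5% CO2 | Evaluation: GFP/RFP fluorescence ratio | Control set: DMSO and RFP-L50D-GFP cell wells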
# NRP1-CendR mod – NRP-1/CendR interaction modulation | O14786 | FAM-RPARPAR peptide binding to NRP-1, fluorescence polarization | inhibition, % at 25 µM | 360,000 compounds, 0.85% hits | AID 602438;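 active = inhibition or corrected inhibition above about 18%, plus a signal ratio from 0.5 to 1.5, limit read from the data, passing the limit was not always enough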; also: strong numbers were not always called active
# TbMetRS inhib – Trypanosoma brucei MetRS inhibition; purified T. brucei MetRS, ATP depletion, Kinase-Glo luminescence; inhibition, % at 11.9 µM; 360,000 compounds, 0.4% hits; AID 624268;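 active = inhibition above a per-plate cutoff of the control wells' mean inhibition plus 3 SD, cut at about 5.5% in these data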;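 also: 0% = DMSO wells median and 100% = median of wells with control inhibitor compound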
#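 Dosing: 11.9 µM single point; system: parasite MetRS enzyme; technique: luminescence of leftover ATP; times: 15 min enzyme-compound preincubation, 2 h reaction, 10 min detection, 25 °C; replicates: each compound tested once; read-out basis: percent inhibition relative to median high and low control wells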
# PABP1 MLLE inh – blocks PAM2 peptide binding to the PABP1 MLLE domain | P11940 | GST-MLLE / FITC-PAM2 fluorescence polarization | inhibition, % at 20 µM | 360,000 compounds, 0.36% hits | AID 588489; in the data active = inhibition above about 35%, passing the limit was not always enough;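 also: plate controls were DMSO wells with GST-MLLE for no effect and wells lacking GST-MLLE protein for full effect; some results filed as inactive read as strong as hits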
# Target sequence (P11940 whole entry, looked up, the tested form may be a part): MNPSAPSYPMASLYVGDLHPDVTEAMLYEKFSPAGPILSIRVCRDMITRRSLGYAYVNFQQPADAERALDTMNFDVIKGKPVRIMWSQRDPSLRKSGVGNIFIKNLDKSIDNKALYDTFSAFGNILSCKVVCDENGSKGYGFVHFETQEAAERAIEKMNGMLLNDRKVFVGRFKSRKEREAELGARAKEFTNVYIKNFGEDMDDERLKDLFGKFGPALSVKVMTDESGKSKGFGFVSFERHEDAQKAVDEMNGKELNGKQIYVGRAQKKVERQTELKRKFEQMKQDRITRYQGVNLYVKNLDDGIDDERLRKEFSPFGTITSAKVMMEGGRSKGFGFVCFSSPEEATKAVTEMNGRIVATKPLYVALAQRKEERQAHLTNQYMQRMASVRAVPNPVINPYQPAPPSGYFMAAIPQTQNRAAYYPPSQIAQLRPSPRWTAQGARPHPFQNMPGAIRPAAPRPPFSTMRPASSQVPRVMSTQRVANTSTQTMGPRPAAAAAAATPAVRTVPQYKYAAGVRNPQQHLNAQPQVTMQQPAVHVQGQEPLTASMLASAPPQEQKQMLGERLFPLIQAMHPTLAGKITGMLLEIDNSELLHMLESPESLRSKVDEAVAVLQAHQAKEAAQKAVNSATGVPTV
# MsrA act – activates bovine MsrA enzyme | purified bovine MsrA, absorbance read-out | activation, % at 10.6 µM | 360,000 compounds, 0.3% hits | AID 602163; in the data active = activation above about 7.5%;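 also: 0% = vehicle and 100% = reference activator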
# MsrA inh – bovine MsrA inhibition; purified bovine MsrA, absorbance read-out; inhibition, % at 15.5 µM; 360,000 compounds, 0.75% hits; in the data active = inhibition above about 4.5%;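 also: 0% = vehicle wells with enzyme and 100% = reference inhibitor wells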
# FAS TE block – FAS thioesterase (human) inhibition; inhibition, % at 15 µM; recombinant FAS-TE, OMFH fluorogenic substrate, fluorescence endpoint; 360,000 compounds, 0.67% hits; P49327;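 active = compounds whose normalised, plate-corrected inhibition of enzyme fluorescence in the single-dose primary screen is 50% or more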;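 also: 0% = DMSO with enzyme and 100% = substrate without enzyme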
# E coli Lon inh – E. coli protease La inhibition | AID 602123 | P0A9M0 | inhibition, % at 7.94 µM | 360,000 compounds, 0.42% hits | purified E. coli Lon protease, fluorescence polarization; in the data active = inhibition above about 13%, passing the limit was not always enough;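 also: 0% = enzyme with probe and DMSO and 100% = no enzyme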
# SKN-1 inh – C. elegans SKN-1 inhibition; inhibition, % at 21.8 µM; C. elegans VP596 Pgst-4::GFP/RFP ratio, acrylamide-induced, 24 h; AID 624304; 360,000 compounds, 0.49% hits;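 active = interference check ratio from 0.5 to 1.5 plus GFP to RFP signal ratio inhibition reaching or exceeding a fixed threshold, cut at about 30% in these data, passing the limit was not always enough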; also: some compounds called inactive have numbers as strong as hits
# An asterisk follows results filed as active; x = not tested or not shown.
no.	structure	MT1-MMP act inh	NRP1-CendR mod	TbMetRS inhib	PABP1 MLLE inh	MsrA act
1	CC(C)C[C@H]1CNC(=S)N1C[C@H]1CCCN1C[C@H](Cc1ccc(O)cc1)N1C[C@H](Cc2ccc(O)cc2)N(CC2CCCCCC2)C1=S	-14	16	-0.2	-13	-3
2	C/C(CC(=O)Nc1cccc2c1CCCC2)=N\NC(=O)Cc1ccccc1	5	17	1.0	-10	-2
3	CC(C)Oc1ccc(/C=C/C(=O)NCC2COc3ccccc3O2)cc1 (stereo not drawn)	1	6	-0.8	-3	0
4	CCC(C)Nc1nc2c(c(=O)n(C)c(=O)n2C)n1Cc1ccc(F)cc1 (stereo not drawn)	-8	2	-0.1	-52	-2
5	COc1ccc(OCc2cc(C(=O)N3CCCC(O)C3)no2)c2ccccc12 (stereo not drawn)	-2	10	-0.4	11	-5
6	CCOC(=O)C1CCN(CC(C)(C)NS(=O)(=O)c2ccc(Cl)cc2)CC1	3	-2	-0.5	4	-1
7	CN1CCN(c2nc(N3CCN(c4ccccc4)CC3)ncc2F)CC1	3	0	0.0	-18	-3
8	CCOCCn1c(=O)c2c(nc3n2CCCN3Cc2ccccc2)n(C)c1=O	4	4	-0.4	-11	-3
9	Cc1cccc(NC(=O)C2CCN(S(=O)(=O)c3ccc4c(c3)C(C)(C)C(=O)N4C)CC2)c1C	0	-10	-0.3	-1	-3
10	CC1(C)CCCC(C)(C)N1CC(O)COCCOc1ccc(Br)cc1 (stereo not drawn)	4	-5	-0.3	11	-3

no.	MsrA inh	FAS TE block	E coli Lon inh	SKN-1 inh
1	-0.4	-92	-3	7
2	-0.6	-2	-3	14
3	0.7	28	2	-1
4	-0.4	2	2	7
5	-0.5	2	-3	4
6	0.8	2	8	-6
7	0.4	0	-3	4
8	0.7	-8	2	-6
9	-1.1	-4	-2	0
10	0.3	-12	-16	4

# Continuation.
no.	structure	MT1-MMP act inh	NRP1-CendR mod	TbMetRS inhib	PABP1 MLLE inh	MsrA act
11	CCOc1nc2cnccc2n(CC(=O)Nc2c(C)cccc2CC)c1=O	1	2	0.2	9	-3
12	O=C(Cn1ccc2ccccc2c1=O)NCCC(=O)N1CCN(C2CCCCC2)CC1	3	1	0.8	2	1
13	Cc1cc(C(F)(F)F)c(C#N)c(SCC(=O)NC(C)(C)C)n1	-1	-12	-0.1	1	-4
14	COc1ccccc1Cn1c(=O)c2ccccc2n2c(Sc3ncnc4sccc34)nnc12	-8	-11	0.2	-116	2
15	CC(=O)Nc1ccc(S(=O)(=O)N2CCN=C2c2ccccc2)cc1	0	3	-0.2	5	0
16	COc1ccc(CN(C)C(C)C(=O)Nc2ccc(S(=O)(=O)N3CCCCC3)cc2)c(OC)c1 (stereo not drawn)	3	-5	0.2	7	0
17	CCCn1c(=O)c(C(=O)Nc2ccccc2C(=O)OC)c(O)c2ccccc21	2	6	-1.5	0	-11
18	COc1ccc(C(=O)NCCN2CCN(C(=O)c3ccc(OC)c(OC)c3)CC2)cc1OC	3	1	-0.1	-11	-2
19	O=C(NCC1CCCO1)c1cn(-c2ccccc2)nc1-c1ccc(F)cc1 (stereo not drawn)	0	-10	-0.2	12	-6
20	CC1(c2nnnn2Cc2ccccc2)CCC(=O)N1Cc1ccco1 (stereo not drawn)	3	12	-0.6	x	-5

no.	MsrA inh	FAS TE block	E coli Lon inh	SKN-1 inh
11	-0.5	-1	4	3
12	2.7	-8	13	16
13	0.6	6	6	-32
14	-0.1	19	-1	15
15	-1.3	-4	1	1
16	-0.4	23	-8	0
17	0.1	20	0	-2
18	-0.2	-7	-3	-2
19	-0.3	4	-2	12
20	0.9	-7	-6	12

# Next part:
no.	structure	MT1-MMP act inh	NRP1-CendR mod	TbMetRS inhib	PABP1 MLLE inh	MsrA act
21	O=C(NCc1ccccc1)C1CCN(S(=O)(=O)N2CCOCC2)CC1	0	10	-0.2	5	-2
22	Cc1cc2oc(C(=O)NCC(c3ccco3)N3CCCC3)c(C)c2cc1C (stereo not drawn)	-1	-4	-0.4	0	-4
23	CCOC(=O)COc1cc(Br)c(C2NC(=O)NC(C)=C2C(C)=O)cc1OCC (stereo not drawn)	2	2	-0.5	2	-2
24	CC(C)=C1C(=O)NN(c2ccc(C)c(Cl)c2)C1=O	-1	-12	-1.0	15	-3
25	O=C(CSc1nc2ccccc2c(=O)[nH]1)N1CCN(c2ccccc2F)CC1	2	7	-0.1	2	-4
26	Cn1nc(C(C)(C)C)cc1C(=O)NNC(=O)c1cccc(Cl)c1	-1	-2	-0.5	1	-3
27	CC(=O)Nc1ccc(OC(=O)N2CCCC2)cc1	0	-1	-0.1	-13	1
28	Cc1cc(C(=O)N/N=C/c2ccc([N+](=O)[O-])cc2)c2ccccc2n1	1	-1	-0.2	1	-1
29	Cc1c(C)c2ccc(OCC(=O)Nc3nccs3)cc2oc1=O	-1	3	0.3	1	-2
30	CCC(C(=O)NCc1ccco1)N(C(=O)CNS(=O)(=O)c1ccccc1)c1ccc(F)cc1 (stereo not drawn)	-1	1	-0.3	6	-2

no.	MsrA inh	FAS TE block	E coli Lon inh	SKN-1 inh
21	-0.9	-7	2	5
22	-0.3	4	-4	-8
23	0.8	-8	3	12
24	-0.1	-6	-12	-1
25	-0.2	-1	-15	-15
26	0.2	-6	0	1
27	-0.1	-6	-8	10
28	1.6	-1	1	7
29	1.4	4	3	6
30	0.1	0	4	11

# Carrying on.
no.	structure	MT1-MMP act inh	NRP1-CendR mod	TbMetRS inhib	PABP1 MLLE inh	MsrA act
31	CCOc1ccc(S(=O)(=O)NCCC(=O)NC2CCN(Cc3ccccc3)CC2)cc1	-6	8	-0.6	-1	-4
32	COCCCNC(=S)N1CCC(NC(=O)c2ccco2)CC1	0	13	-0.1	-69	0
33	CCOc1ccc2ccccc2c1/C=N/n1cncn1	11	3	-0.1	-4	-1
34	Cc1cc(C)n(-c2nc(-c3ccccc3)cs2)n1	6	-8	0.0	4	-2
35	O=C1c2ccccc2C(=O)N1C1CCCCC1	-3	5	0.1	-2	-1
36	O=C(NCC1CCCO1)c1c(O)c2cccc3c2n(c1=O)CCC3 (stereo not drawn)	4	5	0.1	8	0
37	CCCCCCn1cc(C(=O)O)c(=O)c2cc(F)c(N3CCCCC3)cc21	-4	2	-1.4	10	-8
38	COc1cccc(C(=O)NC2C(=O)N3C(C(=O)O)=C(COC(C)=O)CSC23)c1 (stereo not drawn)	-16	7	-0.4	31	-4
39	CC(=O)Nc1cccc(-c2ccnc3c2CC(C(=O)NC(C)C)O3)c1 (stereo not drawn)	3	-13	-0.1	-8	-1
40	CCOC(=O)c1c(C)oc2cc(Br)c(OC(C)C(=O)OCC)cc12 (stereo not drawn)	-4	-14	-0.4	8	-2

no.	MsrA inh	FAS TE block	E coli Lon inh	SKN-1 inh
31	-0.1	-2	2	13
32	-0.8	-5	-6	12
33	2.6	-6	-12	6
34	0.2	20	-11	6
35	0.4	-19	12	4
36	-0.2	-1	0	3
37	0.9	5	-13	0
38	0.0	-2	9	-4
39	1.5	-9	3	12
40	1.4	32	0	6

# Next structures
no.	structure	MT1-MMP act inh	NRP1-CendR mod	TbMetRS inhib	PABP1 MLLE inh	MsrA act
41	COc1ccc(NC(=O)c2cc(-c3ccc(C)c(C)c3O)n[nH]2)cc1Cl	5	-1	-1.0	-9	-3
42	O=C(NCc1ccc(F)cc1)N1CCc2ccccc2C1	-1	-8	0.3	-2	-4
43	CC1(C(=O)NS(=O)(=O)Cc2cccc(Cl)c2)CCN1C(=O)Cc1cccs1 (stereo not drawn)	3	7	-0.3	10	-2
44	[O-][n+]1onc2c1CCC1N(O)C(c3ccccc3)CC21O (stereo not drawn)	-3	-11	-0.1	4	-3
45	CC1CCN(CC(=O)Nc2ccccc2-c2ccccc2)CC1	-6	36*	-0.3	8	-3
46	CCCCN1C(=O)C(=O)N(CC(=O)Nc2sc(CC)cc2C(=O)OCC)C1=O	-1	-8	-0.4	-10	-3
47	C(=C\c1ccccc1)/C=N/Nc1nc(N2CCOCC2)nc(N2CCOCC2)n1	1	7	0.3	-2	-3
48	CC1(C)C(=O)Nc2ccccc2N1C(=O)COC(=O)CNS(=O)(=O)c1ccc(F)c(F)c1F	3	0	-0.4	-6	-2
49	CN(/C=C/C(=C\C=[N+](C)c1ccccc1)OCCCS(=O)(=O)[O-])c1ccccc1	-2	-175	-0.2	-169	-2
50	O=C1CNC(=S)N1Cc1ccc(F)cc1	-8	3	-0.4	3	-3

no.	MsrA inh	FAS TE block	E coli Lon inh	SKN-1 inh
41	-1.2	-1	0	7
42	0.0	0	0	9
43	-0.4	-7	-1	2
44	0.5	-11	6	11
45	1.8	18	-4	6
46	-0.7	13	-8	21
47	7.5*	-3	-1	-4
48	0.7	0	-3	-2
49	0.9	-15	17	-7
50	x	-3	-4	13

# The results go on.
no.	structure	MT1-MMP act inh	NRP1-CendR mod	TbMetRS inhib	PABP1 MLLE inh	MsrA act
51	O=C(NC1CCCCC1)C(c1ccnc2ccccc12)n1c(=O)c(-c2ccco2)nc2ccccc21 (stereo not drawn)	-3	-51	-0.3	x	x
52	O=C(NC1CCC(NC(=O)C(F)(F)C(F)F)CC1)C(F)(F)C(F)F (stereo not drawn)	-2	-8	-0.6	9	-2
53	O=C(NC1CC2CCCC(C1)N2C(=S)Nc1ccc(Cl)cc1)C1CC1 (stereo not drawn)	1	3	0.1	-77	-2
54	COC(=O)N/N=C/c1cn(Cc2ccc(Cl)cc2Cl)c2ccccc12	-5	-6	-0.4	-5	-6

no.	MsrA inh	FAS TE block	E coli Lon inh	SKN-1 inh
51	0.3	x	x	9
52	0.5	-9	2	8
53	0.0	-2	-12	12
54	0.5	11	-8	6

# Structural class: the compounds so far containing a Cl atom.
no.	structure	MT1-MMP act inh	NRP1-CendR mod	TbMetRS inhib	PABP1 MLLE inh	MsrA act
6	CCOC(=O)C1CCN(CC(C)(C)NS(=O)(=O)c2ccc(Cl)cc2)CC1	3	-2	-0.5	4	-1
24	CC(C)=C1C(=O)NN(c2ccc(C)c(Cl)c2)C1=O	-1	-12	-1.0	15	-3
26	Cn1nc(C(C)(C)C)cc1C(=O)NNC(=O)c1cccc(Cl)c1	-1	-2	-0.5	1	-3
41	COc1ccc(NC(=O)c2cc(-c3ccc(C)c(C)c3O)n[nH]2)cc1Cl	5	-1	-1.0	-9	-3
43	CC1(C(=O)NS(=O)(=O)Cc2cccc(Cl)c2)CCN1C(=O)Cc1cccs1 (stereo not drawn)	3	7	-0.3	10	-2
53	O=C(NC1CC2CCCC(C1)N2C(=S)Nc1ccc(Cl)cc1)C1CC1 (stereo not drawn)	1	3	0.1	-77	-2
54	COC(=O)N/N=C/c1cn(Cc2ccc(Cl)cc2Cl)c2ccccc12	-5	-6	-0.4	-5	-6

no.	MsrA inh	FAS TE block	E coli Lon inh	SKN-1 inh
6	0.8	2	8	-6
24	-0.1	-6	-12	-1
26	0.2	-6	0	1
41	-1.2	-1	0	7
43	-0.4	-7	-1	2
53	0.0	-2	-12	12
54	0.5	11	-8	6
